KB-V1 cytotox: qHTS assay for MDR1-selective chemotherapeutics: Primary screen using the drug-selected MDR subline cells KB-V1 | AID 1347076, 2019 | KB-V1 MDR cells viability, CellTiter-Glo, 72 h | 3.4% of 400,000 active | Potency, µM (series often up to 46.1 µM), for the others: at the highest dose activity change, negative = cytotoxicity, usual class: cytotoxic; note: potency is the fitted concentration of half-maximal effect; % is set by controls: 0 for no effect and ±100 for the full control effect; nearly all actives have a fitted effect of over 60% in size
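KB-V1, DMEM (no phenol red) + 10% FBS; cpd pin-transferred, titration series; 72 h, 37 degrees C; CellTiter-Glo, luminescence. Data normalized, curve-fit.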
KB-3-1 cytotox: qHTS assay for MDR1-selective chemotherapeutics: Primary screen using the parental adenocarcinoma cell KB-3-1. KB-3-1 viability, CellTiter-Glo ATP luminescence, 72 h. AID 1347075, 2019. Potency, µM (titrated, usually from 46.1 µM), for the others: at the top dose activity change, negative = cytotoxic, usual class: cytotoxic. 1.4% of 400,000 active; note: potency is the fitted concentration of half-maximal effect; % is set by controls: 0 for no effect and ±100 for the full control effect; nearly all actives have a fitted effect of over 60% in size
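Viability of parental KB-3-1 cells, measured by CellTiter-Glo luminescence, followed a 72 h incubation at 37 °C with pinned compounds in phenol-red-free DMEM containing 10% FBS.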
DRD3 antagonist: qHTS of D3 Dopamine Receptor Antagonist: qHTS | AID 652054, 2013 | max response, negative = inhibition, % | 2.5% of 360,000 active | D3R cells, DiscoveRx beta-arrestin luminescence, antagonist mode; hits give low values; in the data active = max response below about -50%; inconclusive = no clear call, values can overlap the other calls; note: % is set by controls: 0 for no effect and ±100 for the full control effect; mostly tested at two doses, the higher about 12 µM
Target sequence (P35462 whole entry, looked up): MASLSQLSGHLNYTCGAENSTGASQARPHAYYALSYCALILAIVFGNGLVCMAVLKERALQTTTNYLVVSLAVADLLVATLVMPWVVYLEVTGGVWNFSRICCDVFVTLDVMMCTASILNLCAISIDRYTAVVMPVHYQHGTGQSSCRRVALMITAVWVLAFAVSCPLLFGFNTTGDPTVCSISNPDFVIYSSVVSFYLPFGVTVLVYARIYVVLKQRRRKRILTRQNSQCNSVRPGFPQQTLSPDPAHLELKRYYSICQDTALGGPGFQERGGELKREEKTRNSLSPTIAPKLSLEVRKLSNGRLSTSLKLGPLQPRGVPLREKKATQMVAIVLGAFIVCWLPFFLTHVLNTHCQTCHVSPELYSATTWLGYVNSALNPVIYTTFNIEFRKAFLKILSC
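Cells expressing the human receptor were seeded at 1500 cells/well, incubated overnight at 37 degrees C in 5% CO2, then exposed to library compounds with dopamine controls for 90 minutes at 37 degrees C before luminescent detection.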
GLP1R ag: qHTS of GLP-1 Receptor Agonists; HEK293 GLP-1R CRE-luciferase, luminescence, 4-6 h; cells express a hypersensitive GLP-1R form; Glucagon-like peptide 1 receptor (Homo sapiens), P43220; Potency, µM (series often up to 45.6 µM), for inactives: at the highest dose activation, actives largely listed as activators; 0.007% of 380,000 active; note: potency is the fitted concentration of half-maximal effect; % of control where 0% means no effect
Target sequence (P43220 whole entry, looked up): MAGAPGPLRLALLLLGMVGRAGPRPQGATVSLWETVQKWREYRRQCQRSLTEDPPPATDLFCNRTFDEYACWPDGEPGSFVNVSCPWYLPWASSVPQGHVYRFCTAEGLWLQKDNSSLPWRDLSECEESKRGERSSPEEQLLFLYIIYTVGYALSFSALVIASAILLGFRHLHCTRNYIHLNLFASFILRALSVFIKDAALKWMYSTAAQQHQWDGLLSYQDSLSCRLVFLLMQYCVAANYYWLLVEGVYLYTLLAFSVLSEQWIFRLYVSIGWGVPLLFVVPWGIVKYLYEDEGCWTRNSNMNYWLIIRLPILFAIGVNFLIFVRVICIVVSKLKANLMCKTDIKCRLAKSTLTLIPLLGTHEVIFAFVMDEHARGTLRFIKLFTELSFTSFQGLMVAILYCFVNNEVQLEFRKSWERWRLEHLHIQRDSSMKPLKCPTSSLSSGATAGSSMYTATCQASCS
DRD3 agonist: qHTS of D3 Dopamine Receptor Agonist: qHTS. D(3) dopamine receptor (Homo sapiens), P35462. D3R DiscoveRx beta-arrestin cells, luminescence, 90 min. max activation, %. 0.58% of 410,000 active. AID 652048, 2013; in the data active = max activation above about 30%; note: 0% is about no effect; mostly tested at two doses, the higher about 12 µM
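Agonist-mode cell screen: cells plated at 1500/well and incubated overnight at 37 °C, then exposed to library compounds for 90 min at 37 °C. Detection reagent was added for 30–60 min at room temperature, and luminescence was read.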
IL1B secr inh: qHTS for Inhibitors of Inflammasome Signaling: IL-1-beta AlphaLISA Primary Screen. activity change, % at 57.5 µM. AID 743279, 2014. THP-1 LPS/ATP IL-1B secretion, AlphaLISA, 16 h; hits give low values. 4.7% of 360,000 active; in the data active = activity change below about -50%; inconclusive = mostly about -30% to -49%; note: % is set by controls: 0 for no effect and ±100 for the full control effect
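Secreted IL-1B measured by AlphaLISA bead assay after 16 h compound exposure of THP-1 cells; compounds (final up to 57.5 uM) added 1 h before LPS (250 ng/mL) and ATP (1.25 mM) stimulation; lower signal means less secretion.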
SW480 rereplic: A quantitative high throughput screen for small molecules that induce DNA re-replication in SW480 colon adenocarcinoma cells; SW480 DNA re-replication, Hoechst DNA content imaging, 48 h; Potency, µM (highest dose often 46.1 µM), without a hit: at the highest dose re-replication activation, usual class: activators; 1.8% of 340,000 active; AID 624297, 2012; note: potency is the fitted concentration of half-maximal effect; % of control where 0% means no effect; nearly all actives have a fitted effect of over 55% in size
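First, 250 cells per well were seeded. Next, compound or vehicle (23 nL) was pinned in, plates sat 48 hr at 37 C. Finally Hoechst was added for 40 min before fluorescence scanning.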
HT1080 IDH1KD tx: qHTS for induction of synthetic lethality in tumor cells producing 2HG: qHTS for the HT-1080-IDH1KD cell line; 2% of 360,000 active; HT-1080 IDH1 knockdown viability, ATP luminescence, 48 h; Potency, µM (titrated, usually from 46.1 µM), without a hit: at the highest dose activity, negative = toxicity, hits mostly cytotoxic;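 note: potency is the fitted concentration of half-maximal effect; 0% = DMSO wells and -100% = cell-free medium wells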
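Luminescent ATP read-out (CellTiter-Glo, 10 min at room temperature) after 48 h compound exposure at 37 °C gave viability of IDH1-knockdown HT-1080 cells. Activity was normalised to DMSO and cell-free wells, then fitted as concentration-response curves.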
HT1080-NT tox: qHTS for induction of synthetic lethality in tumor cells producing 2HG: qHTS for the HT-1080-NT fibrosarcoma cell line; 1.6% of 360,000 active; AID 686970, 2013; HT-1080-NT fibrosarcoma viability, CellTiter-Glo ATP luminescence, 48 h; Potency, µM (doses to about 46.1 µM), for inactives: top-dose activity, negative = less viability, hits mostly cytotoxic;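 note: NT is the 2HG producing partner of a matched IDH1 knockdown line; potency is the fitted concentration of half-maximal effect; 0% = DMSO-treated cells and -100% = media-only wells without cells; nearly all actives have a fitted effect of over 55% in size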
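A 48-hour cytotoxicity screen used HT-1080-NT cells plated 2 hours before compound delivery. ATP-based CellTiter-Glo luminescence measured viability, normalized to DMSO and no-cell controls.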
Starred values were filed as active, the others as inactive; ? = inconclusive; . = no result given; & = joins results of further samples; [ ] = remark or other dose. Unless noted, calls come from the whole dose curve; as a rule, active = well fitted curve in the direction sought with a large enough effect; inconclusive = small, poorly fitted or top-dose-only effect, or another doubt; inactive = no such curve, though single readings can be large; an effect the other way counts as inactive or inconclusive.

SMILES | KB-V1 cytotox | KB-3-1 cytotox | DRD3 antagonist | GLP1R ag | DRD3 agonist | IL1B secr inh | SW480 rereplic | HT1080 IDH1KD tx | HT1080-NT tox
CC(C)(C)OC(=O)C[C@H]1C/C=C\C[C@H](CC(=O)NCCO)C(=O)NCCOC1=O | ? | 5% | 1 | 1% | -14 | 14 | -6% | 17% | 10%
COc1ccc(OC)c(-n2c(CN3CCC(C(N)=O)CC3)nc3ccccc3c2=O)c1 | -15% | ? | 16 | -11% | 4 | 5 | 0% | -2% | 9%
CCOC(=O)C1=C(C)N=C2SC(C)C(=O)N2C1c1cccc(F)c1 (stereo not drawn) | 5% | 30% | 25 | -4% | 4 | 0 | 12%[9.22 µM] | -29% | -25%
COc1ccc(C)cc1Nc1n[n+](-c2ccccc2)c(-c2ccc(SC)cc2)s1 | ? | ? | -3 | 8% | 1 | 8 | ? | 18µM* | ?
COc1ccccc1CNC(=O)COC(=O)[C@H](Cc1c[nH]c2ccccc12)NC(=O)c1cccs1 | -10% | 0% | 0 | 25% | -27 | 17 | 1% | -30% | ?
CCN(C(=O)COC(=O)c1[nH]c(=O)[nH]c(=O)c1N)c1ccccc1 | 8% | 17% | 7 | 1% | -6 | 12 | -8% | 1% | 0%
COc1ccc(/C=C2/Sc3ccc(C(=O)NCCCN4CCOCC4)cc3NC2=O)cc1OC | -4% | ? | -2 | ? | -6 | 43 | 21µM* | 21µM* | ?
O=C(c1noc2c1CCCC2)N1CCN(Cc2ccccc2)CC1 | ? | 3% | 9 | -5% | 3 | -3 | 2% | 6% | 5%[9.24 µM]
COc1cccc(N(CC(=O)NC2CCCC2)C(=O)Cn2nnc(-c3ccc(C)o3)n2)c1 | ? | 0% | -4 | 8% | -8 | 1 | 13% | 2% | -5%
Cc1cccc(C)c1NC(=O)COn1nnc2ccc(C(F)(F)F)cc21 | -16% | 23% | 4 | 6% | 2 | 0 | ? | 1% | 3%
Cc1ccccc1C(=O)OCC(=O)N(C)c1ccccc1 | -17% | ? | 1 | 12% | -7 | 25 | -5% | 11% | 15%
O=C(COc1cccc(C(F)(F)F)c1)Nc1ccc(S(=O)(=O)N2CCCCC2)cc1 | -3% | -11% | -3 | 8% | 2 | ? | -46%[inhibitor] | -21% | -29%
COC(=O)c1ccccc1NC(=O)C1CCCN(c2nnc(-n3cccc3)s2)C1 (stereo not drawn) | -2% | -1% | 48 | 7% | 5 | -15 | 5% | -12% | 4%
CCOC(=O)C1=C(C)N=C2SC(C)C(=O)N2C1c1ccccc1 (stereo not drawn) | 24% | 6% | 0 | 4% | 0 | 7 | -22% | -1% | -9%
COc1ccc2cc[nH]c2c1 | 0% | 1% | -13 | -4% | -8 | 0 | 0% | 0% | -5%
COc1cc2nc(NC(=O)c3ccccc3)sc(=O)c2cc1OC | -19% | -10% | ? | -2% | -8 | ? | 0% | -16% | -12%
CC1(C)CN(C(Cc2ccccc2)C(N)=O)C1=O (stereo not drawn) | -3% | 16% | -10 | -3% | 1 | 24 | -7% | 2% | 9%
Fc1ccc(Oc2nnnn2-c2ccccc2)cc1 | 4% | 11% | -5 | 8% | -2 | -58* | -1% | 26% | 26%
Cc1ccc(CN2C(=O)C3(c4ccccc42)N(c2cccc(C(F)(F)F)c2)C(=O)CS3(=O)=O)cc1 (stereo not drawn) | -12% | 11% | . | -2% | -2 | . | . | . | .
COc1cc(/C=C2\SC(=S)N(CCC(=O)Nc3cccc(O)c3)C2=O)cc(OC)c1OC | -20% | -4% | 5 | 1% | 0 | -98* | -3% | ? | ?
COc1ccc(CNC(=O)CN(c2ccc(OC)cc2)S(=O)(=O)c2c(C)nn(C)c2C)cc1 | -30% | 19% | 5 | 3% | 1 | 11 | 1%&-1% | 6% | 2%
CCCNC(=O)C1CC(c2ccccc2[N+](=O)[O-])=NO1 (stereo not drawn) | ? | ? | -6 | -1% | -6 | 22 | -12% | 5% | -7%
COc1ccc(CNC(=O)N2CCN(c3cccc(Cl)c3)CC2)cc1OC | ? | 0% | 6 | 10% | 4 | -16 | -5% | -5% | 5%
O=C(CSc1cccc[n+]1[O-])c1ccc(-c2ccccc2)cc1 | -1% | ? | 0 | -2% | -10 | 31 | 2.8µM* | -11% | 0%

A stretch from the list above, as a working copy:
SMILES | KB-V1 cytotox | KB-3-1 cytotox | DRD3 antagonist | GLP1R ag | DRD3 agonist | IL1B secr inh | SW480 rereplic | HT1080 IDH1KD tx | HT1080-NT tox
CC(C)(C)OC(=O)C[C@H]1C/C=C\C[C@H](CC(=O)NCCO)C(=O)NCCOC1=O | ? | 5% | 1 | 1% | -14 | 14 | -6% | 17% | 10%
COc1ccc(OC)c(-n2c(CN3CCC(C(N)=O)CC3)nc3ccccc3c2=O)c1 | -15% | ? | 16 | -11% | 4 | 5 | 0% | -2% | 9%
CCOC(=O)C1=C(C)N=C2SC(C)C(=O)N2C1c1cccc(F)c1 (stereo not drawn) | 5% | 30% | 25 | -4% | 4 | 0 | 12%[9.22 µM] | -29% | -25%

(more compounds)
SMILES | KB-V1 cytotox | KB-3-1 cytotox | DRD3 antagonist | GLP1R ag | DRD3 agonist | IL1B secr inh | SW480 rereplic | HT1080 IDH1KD tx | HT1080-NT tox
O=C(Nc1ccc(Oc2ccccc2)nc1)C1CCN(Cc2ccco2)CC1 | -7% | -12% | 3 | 16% | -8 | -12 | 6% | -1% | -4%
CN1C(=O)CSc2ccc(NC(=O)NCc3ccc(F)cc3)cc21 | 4% | -7% | -1 | 5% | -2 | -10 | -1% | -8% | -3%
CC(C)NC(=O)C1(C)CN(S(C)(=O)=O)CC(=O)N1CCc1ccccc1 (stereo not drawn) | 3% | 13% | 7 | . | 3 | 0 | . | 9% | 20%
C[C@@H]1CN([C@H](C)CO)S(=O)(=O)c2ccc(-c3ccc(C#N)cc3)cc2O[C@H]1CN(C)C(=O)Nc1cc(F)ccc1F | -29% | 0% | 14 | 8% | 4 | -8 | . | -28% | ?
COc1ccc(NC(=O)N/C=C/c2ccco2)cc1 | 16% | 5% | -9 | 5% | 5 | 8 | -7% | 12% | 2%
O=C(CSc1nnc(CNc2ccc(F)cc2)n1Cc1ccco1)NC1CC1 | 33% | 0% | 6 | 0% | -5 | 5 | -5% | 18% | 16%
COc1cccc(NC(=O)NC2CCCCC2C)c1 (stereo not drawn) | 0% | -25% | 4 | 23% | -5 | -12 | -7% | -1% | -3%
COc1cccc(NC(=S)NNC(=O)Cn2nc([N+](=O)[O-])cc2C)c1 | -7% | -51% | -7 | -8% | 0 | 18 | 80% | 17% | -5%
CCOC(=O)c1c(C)[nH]c(C(=O)OCC(=O)N2CC(C)OC(C)C2)c1C (stereo not drawn) | -4% | 9% | 3 | 1% | -5 | 4 | -5% | 5% | -2%
Cc1ccccc1C(=O)N1CCC(n2nccc2NC(=O)CCOc2ccccc2)CC1 | . | . | 1 | -3% | 5 | -6 | 16% | 1% | 0%
O=C(c1ccc(C(F)(F)F)cc1)N1CCC(=O)N(C(COCc2ccc(C(F)(F)F)cc2)Cc2ccccc2)CC1 (stereo not drawn) | 13% | ? | -19 | 0% | -9 | -82* | ? | -24% | ?
COc1ccccc1NC(=S)N1CC(C)OC(C)C1 (stereo not drawn) | 5% | -3% | -3 | -1% | -3 | 13 | -144%[inhibitor] | -2% | 4%
CCOC(=O)C1=C[C@@H](C2CCCCC2)N(S(=O)(=O)c2ccc([N+](=O)[O-])cc2)[C@H]1c1ccccc1 | -4% | -1% | 25 | -3% | 11 | -19 | . | 8.2µM* | ?
CS/C(=N\S(=O)(=O)c1ccc(Cl)cc1)c1ccccc1 | -3% | -9% | 3 | -14% | 3 | 10 | -6% | 0% | 5%
NC(=O)c1ccc(N=C2C(=O)Nc3ccc([N+](=O)[O-])cc32)cc1 | 6% | -3% | -62* | -13% | -3 | 31 | 5% | 2% | 2%
CCOC(=O)C1=C(N)n2c(s/c(=C\c3ccncc3)c2=O)=C(C(=O)OCC)C1c1ccncc1 (stereo not drawn) | -14% | 7% | 13 | 5% | -3 | 57 | 2% | -6% | 1%
O=C(NNC(=O)c1c(F)cccc1F)c1ccccc1OC(F)(F)F | 13% | -1% | -2 | -1% | -11 | 0 | -8% | 6% | 1%
CC(=O)Nc1c(-c2ccc(F)cc2)nc2ccccn12 | -6% | 9% | 8 | -5% | 11 | 7 | -8% | 15% | 16%
CC1(C)C(=O)Nc2ccccc2N1C(=O)COC(=O)c1cccs1 | -3% | -7% | 7 | 8% | 4 | 2 | -6% | 12% | 9%
Cc1ccsc1CN(C)CC(=O)NCC(=O)Nc1ccc(F)cc1 | -2% | 1% | 24 | -9% | 1 | -10 | 0% | 28% | 10%
O=c1[nH]c2ccc(S(=O)(=O)Nc3ccc(Cl)cc3)cc2o1 | -1% | -5% | 12 | 2% | -7 | 28 | -4% | ? | -12%
CCOC(=O)c1cnc(-n2nc(C)cc2C)nc1N1CCOCC1 | ? | 10% | 4 | 6% | 1 | -1 | -5% | -3% | 8%
Cc1cc(C)c(S(=O)(=O)Nc2nnc(CC(C)C)s2)c(C)c1 | 4% | -5% | 7 | -1% | 6 | 0 | 20% | -3% | -8%
NC1=C(O)C(=O)C(c2ccccc2)O1 (stereo not drawn) | -1% | -3% | 8 | 0% | 1 | 5 | -5% | 1% | 6%
CC1CCCCC1NC(=O)COC(=O)c1ccc2ccccc2n1 (stereo not drawn) | -11% | 0% | 6 | 1% | -3 | 28 | -7% | 1% | -1%
CC(C)N1CCN(c2ccc(S(=O)(=O)N3CCOCC3)cn2)CC1 | 17% | 10% | -9 | -1% | -2 | -15 | -4% | 3% | -6%

Source: PubChem BioAssay (National Center for Advancing Translational Sciences (NCATS))
